# HepG2 tox: counter-screen for TGF-b inhibitors: cytotoxicity in HepG2 cells. Potency, µM (titrated, usually from 46.1 µM), for inactives: at the highest dose activity change, negative = cytotoxicity, most hits filed as cytotoxic. HepG2 CAGA-GFP viability, ATP luminescence, 18 h. 0.76% of 410,000 active; note: some results filed as inactive show a strong effect at the top dose
#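 HepG2 CAGA-GFP cells (1000/well, DMEM with 1% FBS) received compound, then TGF-beta at 500 pg/mL final, and were incubated 18 hours at 37 degrees C. Viability was read by CellTiter-Glo luminescence. Media-only wells were set as complete cell-killing and DMSO as no toxicity.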
# Nrf2 inh: inhibitors of Nrf2 signaling | Potency, µM (top dose mostly 46 µM), without a hit: at the top dose activity change, negative = inhibition, most hits filed as inhibitors | A549 ARE-Fluc reporter, luciferase luminescence, 18-24 h | 2.1% of 360,000 active | AID 504444; note: % is set by controls: 0 for no effect and ±100 for the full control effect; nearly all actives have a fitted effect of over 60% in size
#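 Quantitative HTS in A549 cells stably bearing an antioxidant response element-firefly luciferase construct. Inhibition of Nrf2-driven transcription was scored by luminescence after 18-24 h of compound exposure at 37 °C.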
# ATXN2 expr inh: inhibitors of ATXN2 expression; HEK-293 ATXN2-luciferase reporter, luminescence, 24 h; Potency, µM (top dose mostly 57 µM), for inactives: at the top dose activity change, negative = inhibition, usual class: inhibitors; 0.72% of 360,000 active; note: % is set by controls: 0 for no effect and ±100 for the full control effect; nearly all actives have a fitted effect of over 55% in size
#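 qHTS (up to 57 uM final) was run with 24 h compound exposure of reporter cells at 37 °C. Each well was multiplexed: SteadyGlo luminescence measured ATXN2-luciferase expression after a fluorogenic Gly-Phe-AFC viability readout (25 uM final).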
# EPAC2 antag: EPAC2 (human) antagonism. EPAC2 GEF exchange of Rap1B-BODIPY-GDP, fluorescence. Potency, µM (series often up to 114 µM), for the others: at the top dose activity, negative = inhibition, usual class: inhibitors. 0.18% of 360,000 active. AID 720708; note: % is set by controls: 0 for no effect and ±100 for the full control effect; nearly all actives have a fitted effect of over 45% in size; many of its hits are not listed in these tables
# Target sequence (Q8WZA2 whole entry, looked up): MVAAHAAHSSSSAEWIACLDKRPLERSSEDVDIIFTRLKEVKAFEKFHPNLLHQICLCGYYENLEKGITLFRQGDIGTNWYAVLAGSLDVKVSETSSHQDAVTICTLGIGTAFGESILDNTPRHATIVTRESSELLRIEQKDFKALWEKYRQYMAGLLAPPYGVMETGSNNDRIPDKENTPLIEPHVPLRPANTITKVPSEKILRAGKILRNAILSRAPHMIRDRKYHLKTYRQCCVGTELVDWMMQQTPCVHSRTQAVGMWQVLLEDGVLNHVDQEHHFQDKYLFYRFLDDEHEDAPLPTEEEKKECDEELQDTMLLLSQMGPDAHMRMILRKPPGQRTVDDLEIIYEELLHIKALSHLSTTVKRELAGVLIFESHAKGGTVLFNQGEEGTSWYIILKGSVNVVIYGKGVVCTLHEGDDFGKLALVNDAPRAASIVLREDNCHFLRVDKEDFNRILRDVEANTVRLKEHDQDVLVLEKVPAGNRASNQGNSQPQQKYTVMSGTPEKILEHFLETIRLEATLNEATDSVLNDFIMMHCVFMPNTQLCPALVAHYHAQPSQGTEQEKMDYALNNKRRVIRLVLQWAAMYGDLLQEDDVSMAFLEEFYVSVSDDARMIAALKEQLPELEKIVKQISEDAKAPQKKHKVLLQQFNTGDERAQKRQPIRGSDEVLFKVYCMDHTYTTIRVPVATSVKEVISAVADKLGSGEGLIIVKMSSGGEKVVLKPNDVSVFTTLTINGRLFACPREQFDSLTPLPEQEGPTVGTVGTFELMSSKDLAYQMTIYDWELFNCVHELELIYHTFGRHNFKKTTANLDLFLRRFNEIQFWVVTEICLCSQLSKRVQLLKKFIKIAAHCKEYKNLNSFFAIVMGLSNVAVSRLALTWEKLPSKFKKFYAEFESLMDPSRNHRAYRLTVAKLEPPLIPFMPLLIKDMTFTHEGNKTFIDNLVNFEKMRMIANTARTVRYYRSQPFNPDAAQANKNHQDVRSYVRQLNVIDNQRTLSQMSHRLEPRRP
# Nrf2 activator: activators of Nrf2 (ARE) signaling; AREc32 ARE-luciferase reporter (MCF7-derived line), luminescence, 24 h; 0.31% of 410,000 active; Potency, µM (doses to about 46.1 µM), without a hit: at the top dose activation, most hits filed as activators; note: % of control where 0% means no effect; nearly all actives have a fitted effect of over 65% in size
#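 Luciferase luminescence (Steady-Glo, 30 min at room temperature) served as the read-out of ARE activation in AREc32 cells treated with compounds for 24 hr at 37 deg C.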
# MCF10A rerep: inducers of DNA re-replication in MCF 10A breast cells; MCF 10A DNA re-replication, Hoechst nuclear intensity, 48 h; Potency, µM (titrated, usually from 46.1 µM), without a hit: top-dose activity, positive = re-replication, actives largely listed as activators; 2.9% of 350,000 active; note: % of control where 0% means no effect; nearly all actives have a fitted effect of over 50% in size
# ATXN viability: viability counter-screen for ATXN expression inhibitors | S2 cells (HEK-293 line with an ATXN2-luciferase reporter) viability, CellTiter-Fluor protease fluorescence, 24 h | Potency, µM (highest dose often 56.7 µM), hits mostly cytotoxic | 0.49% of 400,000 active | AID 651635; note: nearly all actives have a fitted effect of over 40% in size
# TGFb SMAD3 inh: TGF-b pathway inhibition | HepG2 CAGA-GFP TGF-b/SMAD3 reporter, GFP fluorescence, 18 h; TGF-beta stimulated, 500 pg/mL final | Potency, µM (titrated, usually from 46.1 µM), inactives show at the top dose activity, negative = inhibition, actives largely listed as inhibitors | 1.2% of 410,000 active | AID 588855; note: % is set by controls: 0 for no effect and ±100 for the full control effect; nearly all actives have a fitted effect of over 65% in size
#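 HEPG2 CAGA-GFP cells (1000/well, DMEM with 1% FBS) were pre-incubated 2 h at 37 degrees C, given compound by pin tool, then stimulated with TGF-beta at 500 pg/mL final for 18 h before per-cell GFP fluorescence imaging.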
# A549 viability: kills or reduces viability of A549 cells in Nrf2 counter-screen | A549 ARE-Fluc cells, CellTiter-Fluor viability, 18-24 h | Potency, µM (highest dose often 46 µM), for the others: at the highest dose activity change, negative = cytotoxicity, actives largely listed as inhibitors | 0.16% of 390,000 active | AID 504648; note: % is set by controls: 0 for no effect and ±100 for the full control effect
#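 Cytotoxicity counterscreen: CellTiter-Fluor fluorescence was measured in A549 ARE_Fluc cells after 18-24 h of compound exposure in a concentration series. The subsequent BugLite luminescent read reports ARE-luciferase activity.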
# Numbers without * were called inactive; i = inactive; ? = inconclusive; nt = no result given; & = joins results of further samples; [ ] = another dose, or the depositor's remark. Calls come from the whole dose curve; as a rule, active = well fitted curve in the direction sought with a large enough effect; inconclusive = small, poorly fitted or top-dose-only effect, or another doubt; inactive = no such curve, though single readings can be large; an effect the other way counts as inactive or inconclusive. Potency is the fitted concentration of half-maximal effect. The list is partial; the hit share may differ from the screen's.
1) CCOC(=O)C1C(=O)NC(N2CCN(Cc3ccccc3)CC2)=NC1c1ccco1 (stereo not drawn)
2) CN1CCCC(OC(=O)COc2ccc(Br)cc2)C1 (stereo not drawn)
3) CCOC(=O)CSc1nnc(CNC(=O)c2cc(OCC)c(OCC)c(OCC)c2)n1C
4) O=C(N/N=C/C1CC=CCC1)c1ccccc1O (stereo not drawn)
5) O=[N+]([O-])c1ccccc1CSc1ccccn1
6) O=C1C=C(O)C(n2cncn2)C(c2cc(F)ccc2F)C1 (stereo not drawn)
7) CC(C)C(NC(=S)NCc1ccccc1)C(=O)O (stereo not drawn)
8) Cc1ccc(N2C(=O)CCC2(C#N)c2ccccc2)cc1 (stereo not drawn)

screen / no.,1,2,3,4,5,6,7,8
HepG2 tox,-1%,-4%,0%,-34%,0%,4%,0%,-3%
Nrf2 inh,5%,-5%,12%,-15%,30%,18%,2%,7%
ATXN2 expr inh,6%,-3%,-2%,1%,13%,-6%,-5%,9%
EPAC2 antag,-2%,-1%,4%,-4%,-18%,5%,-3%,0%
Nrf2 activator,0.0%,-1.9%,-0.1%,0.2%,0.4%,0.1%,-0.4%,0.1%
MCF10A rerep,-2%,-3%,3%,1%,-3%,-1%,-1%,-4%
ATXN viability,i,i,i,i,i,i,i,i
TGFb SMAD3 inh,5%,-4%,15%,1%,-10%,1%,-10%,15%
A549 viability,4%,-3%,-3%,-13%,0%,1%,1%,5%

9) CCOc1ccc(-n2c(=O)c3c4c(sc3n(CC(=O)NCCCOC)c2=O)CCCCC4)cc1
10) OC[C@@H]1CN(Cc2ccc(F)cc2)C[C@H](n2cnc3c(NC4CC4)ncnc32)O1
11) NC(=S)NN=C1CCCCCCCCC1
12) C=CCS(=O)(=O)N1CCC(CCOc2ccccc2)(C(=O)OCC)CC1
13) Cc1ccc(Cc2cnc(NC(=O)/C(C#N)=C/c3ccc(-c4ccc([N+](=O)[O-])cc4)o3)s2)cc1
14) Cc1cc(C)n2nc(CNS(=O)(=O)c3ccc(C)c(C)c3)nc2n1
15) COC(=O)c1cc2sc(C)cc2n1CC(=O)Nc1cccc(SC)c1
16) CN1CCN(CCCNC(=O)c2ccc(/C=C3\Sc4ccccc4N(Cc4ccccc4F)C3=O)cc2)CC1

screen / no.,9,10,11,12,13,14,15,16
HepG2 tox,10%&1%,1%,-37%,-6%,-8%,-2%&2%,-36%,-34%
Nrf2 inh,-11%&-4%,nt,0%,4%,-6%,6%&-3%,-16%,2%
ATXN2 expr inh,-13%&2%,12%,-11%,-2%[11.3 µM],16µM*,-6%,-8%,-16%
EPAC2 antag,-2%,-11%,24%,-7%,-1%,-13%,nt,-27%
Nrf2 activator,1.0%&-1.2%,0.0%,4.6%,0.3%,0.4%,0.4%&0.3%,0.5%,5.4%
MCF10A rerep,-5%,nt,0%,7%,-8%,0%,nt,16µM*
ATXN viability,?,i,i,i,nt,i,i,i
TGFb SMAD3 inh,-3%&1%,25%,0%,-10%,-5%,-4%&-3%,-20%,?
A549 viability,-5%&2%,nt,8%,0%,-11%,-7%&1%,-4%,14%

17) O=c1c2c3c(sc2ncn1-n1cccc1)CCCCC3
18) O=C(O)c1cccc(N/C(=N\S(=O)(=O)c2ccccc2)c2ccccc2)c1
19) O=C(Cc1n[nH]c(=O)[nH]c1=O)N/N=C/c1ccccc1O
20) O=C(NCc1ccccc1)c1cccc(Nc2nc3ccccc3n3nnnc23)c1
21) CC(=O)Nc1ccc(CN2CCN(C3CCCCC3)C(CCO)C2)cc1 (stereo not drawn)
22) O=C(N/N=C/C(Br)=C/c1ccccc1)c1n[nH]c2c1CCC2
23) CCc1ccc(NC(=O)C(CC)n2c(=O)c(-c3ccccc3NC(C)=O)nc3ccccc32)cc1 (stereo not drawn)
24) COc1cc(OC)nc(Oc2cc(C=O)ccc2OC)n1

screen / no.,17,18,19,20,21,22,23,24
HepG2 tox,1%,-40%,7%,-2%,18%,-20%,-35%,27%
Nrf2 inh,?,-3%,-13%,-24%,12%,-10%,26%,1%
ATXN2 expr inh,30%,-4%,7%,0%,nt,-5%,?,-1%
EPAC2 antag,-2%,-2%,2%,nt,7%,0%,nt,-25%
Nrf2 activator,4.4%,-2.2%,-0.1%,-0.7%,-1.5%,22µM*,3.3%,-0.1%
MCF10A rerep,12%,8%,0%,nt,3%,?,nt,1%
ATXN viability,i,i,i,i,nt,i,?,i
TGFb SMAD3 inh,15%,1%,9%,-4%,12%,-10%,?,19%
A549 viability,1%,2%,-4%,1%,16%,-8%,13%,2%

25) NC(=S)N/N=C/c1cccc(/C=N/NC(N)=S)c1
26) CCn1c(=O)c(C(=O)CN(C)CC(=O)Nc2ccccc2Br)c(N)n(Cc2ccccc2)c1=O
27) CCN1C(=O)[C@@H]2[C@@H](c3ccc(SC4CCCCC4)c(OC)c3)N3CCCC[C@@]3(C(=O)OC)[C@@H]2C1=O
28) COC(=O)c1ccc2c(c1)c(C#Cc1ccccc1)c(-c1ccccc1)n2C
29) COc1ccc(-n2c(=O)c3ccc(C(=O)NCc4ccc(C)cc4)cc3n(Cc3ccc(F)cc3Cl)c2=O)cc1
30) Nc1ccn([C@@H]2O[C@H](C(=O)Nc3ccc(C(=O)N4CCCCC4)cc3)[C@@H](O)[C@H]2O)c(=O)n1
31) CCOC(=O)N/N=C1\CC(C)S(=O)(=O)c2ccc(Cl)cc21 (stereo not drawn)
32) CC(C)(C)c1cc(C(=O)Nc2cccnc2)cc(C(=O)Nc2cccnc2)c1

screen / no.,25,26,27,28,29,30,31,32
HepG2 tox,-8%,-8%,-28%,-16%,-20%,-15%,-14%,-15%
Nrf2 inh,15%,-23%,25%,-17%,46%,nt,15%,9.2µM*
ATXN2 expr inh,17%,-1%,0%,46%[activator],13%,4%,-7%,-13%
EPAC2 antag,-3%,2%,-5%,2%,nt,24%,2%,3%
Nrf2 activator,4.1%,0.1%,-0.6%,5.5%,0.0%,-0.5%,0.3%,0.1%
MCF10A rerep,4%,?,16%,?,nt,nt,0%,-2%
ATXN viability,i,i,i,i,i,i,i,i
TGFb SMAD3 inh,4%,?,-23%,6%,-4%,1%,1%,-12%
A549 viability,2%,-16%,17%,10%,-3%,nt,2%,-20%

# Ordered by the number under EPAC2 antag (largest number first): 3 of the compounds above.
No. | SMILES | Nrf2 inh | EPAC2 antag | Nrf2 activator | TGFb SMAD3 inh
26 | CCn1c(=O)c(C(=O)CN(C)CC(=O)Nc2ccccc2Br)c(N)n(Cc2ccccc2)c1=O | -23% | 2% | 0.1% | ?
25 | NC(=S)N/N=C/c1cccc(/C=N/NC(N)=S)c1 | 15% | -3% | 4.1% | 4%
27 | CCN1C(=O)[C@@H]2[C@@H](c3ccc(SC4CCCCC4)c(OC)c3)N3CCCC[C@@]3(C(=O)OC)[C@@H]2C1=O | 25% | -5% | -0.6% | -23%

# (further entries)
33) O=C(NCCCl)c1ccc(OCc2ccccc2)cc1Cl
34) O=S(=O)(c1cccs1)N1CCN(c2cccc(Cl)c2)CC1
35) CC(C)(CO)NC(=O)c1ccc2nc(Cc3cccc(Cl)c3)oc2c1
36) Cc1ccc(S(=O)(=O)Nc2cc(Cl)c3oc4c(c3c2)CCCC4)cc1
37) O=C(CSc1nncn1-c1ccccc1)Nc1cc(Cl)cc(Cl)c1
38) COCCN(C(=O)COC(=O)/C=C/c1ccc(Cl)c(Cl)c1)c1c(N)n(Cc2ccccc2)c(=O)[nH]c1=O
39) COc1ccccc1COCC(O)CNCCc1ccc(C(F)(F)F)cc1 (stereo not drawn)
40) O=C(Nn1cnnc1)c1cc(-c2ccccn2)nc2ccccc12

screen / no.,33,34,35,36,37,38,39,40
HepG2 tox,-20%,-18%,-4%,-106%,-13%,-7%,-87%,-31%
Nrf2 inh,?,?,17%,-23%,nt,-20%,-10%,8%
ATXN2 expr inh,43%[activator],-4%,nt,-21%,-6%,0%,?,2%
EPAC2 antag,5%,-14%,-1%,nt,0%,19%,8%,26%
Nrf2 activator,2.2%,0.0%,6.4%,-3.7%,0.2%,0.9%,4.2%,-0.3%
MCF10A rerep,-18%,-3%,1%,nt,0%,9%,12%,-8%
ATXN viability,i,i,i,?,i,i,i,i
TGFb SMAD3 inh,-7%,-20%,14%,?,-13%,-3%,?,-21%
A549 viability,0%,0%,0%,12%,-2%,-2%,6%,?

41) O=C(Cc1c(Cl)cccc1Cl)NC1CC1
42) O=C(Cn1nc(-c2ccccc2)ccc1=O)NCc1ccc(F)cc1Cl
43) CCN(c1ccccc1)S(=O)(=O)c1ccc2[nH]cc(C(=O)N3CCOCC3)c(=O)c2c1
44) Cc1cccc(N2CCN(C(=O)c3cccc(N4C(=O)C5C6C=CC(C6)C5C4=O)c3)CC2C)c1 (stereo not drawn)
45) CSc1ccc(Cl)c(C(=O)OCC(=O)NCC(C)C)c1
46) CCn1cc(/C=C(\NC(=O)c2ccccc2)C(=O)NCCN2CCOCC2)c2ccccc21
47) COCCNC(=O)CSc1nc(-c2ccc(C)cc2)nc2c1c(=O)n(C)c(=O)n2C
48) Cn1c2c(c(=O)n(C)c1=O)C1(C(=O)Nc3ccccc31)C(C#N)=C(N)O2 (stereo not drawn)
49) CN(Cc1ccco1)C(=O)CN1C(=O)NC2(CCCCC2)C1=O

screen / no.,41,42,43,44,45,46,47,48,49
HepG2 tox,3%,-14%,-1%,-10%,-7%,-35%,-1%,-7%,5%
Nrf2 inh,14%,nt,4%,?,-3%,nt,nt,6%,-17%
ATXN2 expr inh,1%,nt,-12%,?,4%,nt,-2%,11%,nt
EPAC2 antag,4%,nt,0%,2%,-5%,-14%,nt,5%,-1%
Nrf2 activator,0.4%,0.4%,-0.7%,-0.4%,-0.2%,-1.0%,-1.2%,7.3%,0.2%
MCF10A rerep,3%,nt,-2%,6%,0%,nt,nt,0%,-4%
ATXN viability,i,nt,i,i,i,i,i,i,?
TGFb SMAD3 inh,-2%,-21%,2%,-15%,-4%,1%,1%,-18%,19%
A549 viability,3%,2%,0%,-1%,1%,nt,-2%,14%,-11%

# Bioassay records (PubChem)
